PERK inh: human PERK inhibition, primary cell-based screen; AID 1416; Q9NZJ5; inhibition, % at 5.6 µM; 220,000 compounds, 0.17% hits; CHO PERK-DD fusion, SEAP luminescence translation reporter;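 active means inhibition above the mean inhibition of all tested compounds plus 3 SD, set separately per screening campaign, cut at about 2.9% in these data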;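 further: PERK kinase domain activated by AP20187 dimerizer at 100 nM; 0% = DMSO with dimerizer and 100% = rapamycin at 8.4 µM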
eIF4E 4G PPI: blocks eIF4E binding to eIF4G | 220,000 compounds, 0.37% hits | AID 782 | TR-FRET eIF4E-eIF4GI(517-606) binding, 2 h | inhibition, % at 21.7 µM;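 active means inhibition above about 30%, limit read from the data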;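 further: 0% = full FRET control wells and 100% = background wells lacking eIF4GI fragment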
Target sequence (P63073 whole entry, looked up, the tested form may be a part): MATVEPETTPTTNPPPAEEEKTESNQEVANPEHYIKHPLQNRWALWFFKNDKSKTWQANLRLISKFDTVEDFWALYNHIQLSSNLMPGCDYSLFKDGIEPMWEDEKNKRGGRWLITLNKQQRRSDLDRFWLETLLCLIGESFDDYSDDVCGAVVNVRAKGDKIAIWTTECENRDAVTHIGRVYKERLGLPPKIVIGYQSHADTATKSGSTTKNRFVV
Target sequence (Q04637 whole entry, looked up, the tested form may be a part): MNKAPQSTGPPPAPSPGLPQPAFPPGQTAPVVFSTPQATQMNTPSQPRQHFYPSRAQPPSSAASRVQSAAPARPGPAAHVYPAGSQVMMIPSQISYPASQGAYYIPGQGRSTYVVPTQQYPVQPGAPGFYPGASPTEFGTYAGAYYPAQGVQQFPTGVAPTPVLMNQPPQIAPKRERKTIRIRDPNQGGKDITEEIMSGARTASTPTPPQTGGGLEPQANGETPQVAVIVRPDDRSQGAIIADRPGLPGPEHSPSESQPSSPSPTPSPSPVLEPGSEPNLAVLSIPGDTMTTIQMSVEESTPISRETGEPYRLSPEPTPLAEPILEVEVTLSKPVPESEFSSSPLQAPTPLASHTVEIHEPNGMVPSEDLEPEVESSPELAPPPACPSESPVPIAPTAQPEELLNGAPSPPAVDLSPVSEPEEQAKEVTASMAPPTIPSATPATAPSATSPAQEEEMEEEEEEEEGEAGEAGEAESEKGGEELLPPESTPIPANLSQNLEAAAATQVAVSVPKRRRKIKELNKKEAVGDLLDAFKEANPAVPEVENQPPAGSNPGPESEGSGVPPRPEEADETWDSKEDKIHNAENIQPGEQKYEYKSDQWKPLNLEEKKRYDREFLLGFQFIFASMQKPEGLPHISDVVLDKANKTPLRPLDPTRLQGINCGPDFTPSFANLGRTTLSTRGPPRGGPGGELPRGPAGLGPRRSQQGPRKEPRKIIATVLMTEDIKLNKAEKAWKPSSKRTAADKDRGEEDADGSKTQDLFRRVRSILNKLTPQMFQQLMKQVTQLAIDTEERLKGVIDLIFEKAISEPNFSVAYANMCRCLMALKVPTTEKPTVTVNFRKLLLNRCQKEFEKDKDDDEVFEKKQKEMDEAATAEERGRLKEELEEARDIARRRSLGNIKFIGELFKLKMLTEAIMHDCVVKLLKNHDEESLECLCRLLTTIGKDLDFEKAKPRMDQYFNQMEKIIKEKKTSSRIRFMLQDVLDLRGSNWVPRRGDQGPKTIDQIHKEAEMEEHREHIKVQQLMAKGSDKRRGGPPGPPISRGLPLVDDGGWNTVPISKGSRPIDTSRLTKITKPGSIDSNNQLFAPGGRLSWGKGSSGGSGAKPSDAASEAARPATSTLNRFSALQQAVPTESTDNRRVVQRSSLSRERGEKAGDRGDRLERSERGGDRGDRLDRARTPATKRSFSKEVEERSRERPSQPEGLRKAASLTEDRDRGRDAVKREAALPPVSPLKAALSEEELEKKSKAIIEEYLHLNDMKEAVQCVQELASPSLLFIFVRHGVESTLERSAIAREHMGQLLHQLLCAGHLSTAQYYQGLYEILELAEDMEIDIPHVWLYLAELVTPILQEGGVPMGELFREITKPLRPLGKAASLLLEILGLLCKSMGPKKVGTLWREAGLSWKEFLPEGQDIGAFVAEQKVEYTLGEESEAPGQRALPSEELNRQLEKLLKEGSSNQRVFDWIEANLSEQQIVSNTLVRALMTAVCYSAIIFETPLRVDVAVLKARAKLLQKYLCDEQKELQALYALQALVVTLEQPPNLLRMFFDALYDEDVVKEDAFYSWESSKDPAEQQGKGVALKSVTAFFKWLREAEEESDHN
S1P4 antag: human S1P4 receptor antagonism | 220,000 compounds, 0.26% hits | O95977 | S1P4-expressing cells, antagonist mode, reporter read-out | inhibition, % at 4.98 µM | AID 1510; in the data active means inhibition above about 29%;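 further: 0% = wells stimulated with agonist and 100% = vehicle wells without agonist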
Ba/F3 V617F tox: reduce viability of Ba/F3 cells dependent on JAK2V617F | Ba/F3 EpoR-JAK2V617F viability, ATP luminescence | inhibition, % at 5.6 µM | 220,000 compounds, 1.1% hits | AID 1446;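 active means inhibition above the campaign mean plus 3 SD over all tested compounds, cut at about 24% in these data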;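 further: cytokine-independent growth of Ba/F3 cells driven by EpoR plus mutant JAK2; 0% = DMSO-treated cells and 100% = JAK inhibitor I control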
MDM2 E3 inh: Mdm2 E3 ligase (human) inhibition; Q00987; cell-based MDM2 ubiquitination luciferase reporter, 2 h; 0 = plate control, 100 = twice control, blank-subtracted; signal enhancement, % at 5 µM; 210,000 compounds, 0.11% hits;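 active means signal enhancement of 30% or more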;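 further: luminescence tracks abundance of the self-degrading MDM2-luciferase fusion protein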
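test system = mammalian cells stably expressing self-ubiquitinating, self-degrading MDM2 E3–luciferase fusion | quantity = 2000 cells/well | incubation = cell settling 4 h, compound treatment 2 h, both 37 °C | signal = luminescence with SteadyLite reagent, 15 min at room temperature | evaluation = % enhancement relative to plate controls after blank subtraction | benchmarks = plate controls and plate blanks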
BaF3 parental: parental Ba/F3 viability inhibition as JAK2V617F counter-screen. CellTiter-Glo ATP luminescence. inhibition, % at 5.6 µM. 220,000 compounds, 1.1% hits. AID 1486;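 active means inhibition above a per-campaign cutoff, the mean inhibition of all tested compounds plus 3 SD, cut at about 27% in these data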;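 further: 0% = DMSO wells and 100% = JAK Inhibitor I control wells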
NPY-Y2 PAM-ag: potentiates or activates human NPY-Y2 receptor | P49146 | cells expressing NPY-Y2, potentiator/agonist read-out | activation, % at 3.6 µM | 220,000 compounds, 0.45% hits; in the data active means activation above about 27%;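 further: cells stimulated with NPY near EC25 plus isoproterenol at EC100; 0% = vehicle plus submaximal agonist and 100% = vehicle plus saturating agonist; some results beyond the cut were filed as inactive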
S1P4 agonist: activates the human S1P4 receptor | S1P4-expressing cell line, agonist reporter assay | activation, % at 4.98 µM | 220,000 compounds, 0.35% hits; in the data active means activation above about 11%;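 further: 0% = DMSO vehicle and 100% = reference agonist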
Wee1 degr inh: human Wee1 degradation inhibition, primary screen. P30291. HeLa Luc-Wee1K328M stability, luciferase luminescence; 100% = proteasome inhibitor MG132 effect. reporter increase, % at 5 µM. 220,000 compounds, 1.2% hits. AID 1321;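 active means activation above the mean of all tested compounds plus 3 SD, set per screening run, cut at about 8.8% in these data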;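 further: cells exposed to compound for 20 h before luminescence read; 0% = DMSO alone and 100% = MG132 at 30 µM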
An asterisk follows results filed as active; · = not tested or not shown; [ ] = dose if it differs, or a comment.

The first 2 entries as a preview:
smiles,PERK inh,eIF4E 4G PPI,S1P4 antag,Ba/F3 V617F tox,MDM2 E3 inh,BaF3 parental,NPY-Y2 PAM-ag,S1P4 agonist,Wee1 degr inh
Cc1ccc(NC(=S)NCc2ccccc2Cl)c(C)c1,0.2,0[fluorescence artefact?],8,-1,·,6,-17,-1.7,5
CCCOC(=O)CCn1c(=S)oc2ccccc21,1.6,-4,1,-6,-9,-1,8,-2.5,6

This part in full, from the start:
smiles,PERK inh,eIF4E 4G PPI,S1P4 antag,Ba/F3 V617F tox,MDM2 E3 inh,BaF3 parental,NPY-Y2 PAM-ag,S1P4 agonist,Wee1 degr inh
Cc1ccc(NC(=S)NCc2ccccc2Cl)c(C)c1,0.2,0[fluorescence artefact?],8,-1,·,6,-17,-1.7,5
CCCOC(=O)CCn1c(=S)oc2ccccc21,1.6,-4,1,-6,-9,-1,8,-2.5,6
C/C(=N\O)C(=O)Nc1ccccc1,1.0,5,13,-5,-7,-2,16,0.6,-3
COc1ccccc1OCCn1c(C(C)O)nc2ccccc21 (stereo not drawn),-0.9,1[fluorescence artefact?],-1,-2,-3,-3,10,0.7,-2
CCOC(=O)c1cc(C#N)c(N2CCCCC2)nc1-c1ccccc1,-0.2,·,-2,-3,·,-1,-14,0.3,1
COCCOc1cc2ncnc(N3CCC(C(=O)O)CC3)c2cc1OCCOC,1.4,-3,0,0,-13,-1,1,-0.8,3
COC(=O)c1ccc(N2CCN(C)CC2)c(NC(=O)COc2ccc(OC)cc2)c1,-1.4,2,2,6,-2,7,-14,-0.7,-2
COc1cc2ncnc(NCc3ccc(Cl)cc3)c2cc1OC,0.1,3,-1,2,-6,9,-2,0.3,5
CCCCN(CC)CCNC(=O)CNC(=O)Cn1ccc2ccccc2c1=O,0.5,-1,4,1,-11,9,10,0.8,-2
COc1ccc(NC2=NC(=S)N(c3ccc(C)cc3)C23CCCCC3)cc1,0.4,-2,-24,0,-12,1,11,-1.1,2
O=C1c2ccccc2C(=O)N1CCc1nc(-c2cccnc2)no1,0.0,-14,8,-2,-7,1,-4,3.3,2
O=C(O)c1cc(-c2cccnc2)nc2ccccc12,1.4,0,-14,-5,-11,-1,-7,1.7,0
CC1/C(=N/O)CC(c2ccccc2)NC1c1ccccc1 (stereo not drawn),-0.2,0,-1,1,-18,5,-9,2.1,3
COc1ccc(-n2nc([N+](=O)[O-])c(=NCCc3cccc(C)c3)n2O)cc1,1.1,0,-21,-2,-9,3,-1,0.1,-2
c1ccc(CNc2nc(NCc3ccco3)nc(N3CCOCC3)n2)cc1,0.2,3,-4,1,-8,4,5,0.9,-2
Cc1nnc(N/N=C/c2ccccn2)[nH]c1=O,0.1,-1,-7,-4,-7,1,7,1.2,0
CCn1cc(C(=O)OCC(=O)Nc2ccc(C(C)C)cc2)c(=O)c2ccc(C)nc21,0.1,9,-12,-2,0,0,-6,1.1,0
O=C(NS(=O)(=O)c1ccc(NC(=O)C2CCCO2)cc1)c1ccccc1 (stereo not drawn),0.7,-2[fluorescence artefact?],-2,0,-4,1,0,0.6,2
COc1ccc(-c2ccc(SCC(=O)c3cccs3)nn2)cc1OC,-1.3,-2,-2,-2,-2,1,-9,1.6,-3
NNC(=O)/C(=C/c1cccs1)NC(=O)c1ccccc1Cl,0.8,4,-8,-3,-1,7,-7,1.1,0
S=c1[nH]nc(-c2ccco2)n1/N=C/c1cccc(Cl)c1Cl,0.3,10,-18,-2,·,4,-3,-1.8,4
OCCC1CN(Cc2cccn2-c2ccccn2)CCN1C1CCCCC1 (stereo not drawn),0.2,-2,2,1,-2,2,-6,0.2,2
O=C(CSc1nnc(NC(=O)c2ccco2)s1)NCc1ccc2c(c1)OCO2,0.2,2,-9,0,-5,3,-7,2.2,1
O=C(Cn1cc(C(=O)C2CC2)c2ccccc21)NC1CCCC1,0.3,0,-6,0,-11,-3,10,-0.5,2
CC1CC2=C(NC(=S)NC2c2cccc(F)c2)/C(=C/c2cccc(F)c2)C1 (stereo not drawn),0.4,0,7,0,-18,5,4,-0.4,0
CCOc1cc(/C=N/NC(=O)CCn2nnc3ccccc32)ccc1O,-0.5,0,-3,0,-4,1,-3,1.0,0
Cc1ccc(/C=C/C(=O)Nc2ccncc2)o1,0.1,-7,-9,2,0,0,-7,9.9,3
Cc1cccc(OCC(=O)N2CCC(N3CCOCC3)CC2)c1,0.9,10,-12,-3,-16,3,2,1.2,1
COCCCNCCOCCOc1ccc(C)cc1Br,-0.5,8,-12,-2,-7,0,-5,3.8,-3
CCN(CCO)c1ccc(-n2c(N)c(C(=O)OC)c3nc4ccccc4nc32)cc1,-0.8,9,0,1,-12,18,0,-2.7,-1
O=C(O)CCCC(=O)OCCCCc1cccs1,1.2,0,-3,-2,-34,-1,0,1.0,-1
CCOc1ccc(NC(=O)C(C)O)c(NS(=O)(=O)c2ccc(CCNC(C)=O)cc2)c1 (stereo not drawn),1.1,2,-14,-1,-19,1,0,0.9,-2
Cc1c(Cc2ccccc2)c(=O)oc2c(O)c(O)ccc12,0.2,-2,7,44*,-89,1,-8,-0.7,-1
CS(=O)(=O)N1CCN(c2ccccc2F)CC1,0.8,2[fluorescence artefact?],-15,-2,-9,0,2,1.9,-3
O=C(O)c1ccc2c(=O)n3cc(C(=O)c4ccccc4O)cc(Cl)c3nc2c1,0.6,-3,-11,-2,·,-2,-8,1.0,-3
COC(=O)c1ccccc1NC(=O)CNC(=O)c1ccc(OC)cc1,-0.2,0,-2,2,-12,6,-11,0.9,-1
CC1C(C#N)=C(N)OC2=C1C(=O)CC(c1ccccc1)C2 (stereo not drawn),0.8,-3,-5,-1,4,6,-11,0.0,5
COc1ccc(/C=C/C(=O)NCCSCc2ccco2)cc1OC,0.5,5,2,1,-12,2,-6,0.5,1
O=C(COC(=O)c1ccc(S(=O)(=O)N2CCCC2)cc1)Nc1cccnc1Cl,0.9,1,-14,0,9,8,11,0.1,-3
O=C(CSc1nc2ccccc2c(=O)n1-c1ccccc1)N1CCc2ccccc21,0.1,0,-1,5,-8,8,-9,-1.6,0
S=C1NC2(CCCC2)Nc2ccccc21,0.4,-2,7,1,-1,8,-8,1.0,1
COc1ccc(-c2csc3nc(-c4ccccc4F)oc(=O)c23)cc1,1.1,-6,0,-4,8,-3,8,0.5,-2
COc1ccc(CCNC(=O)COC(=O)c2ccc[nH]c2=O)cc1,0.1,-4,-2,-1,-11,0,0,2.1,-1
COC(=O)NC1CCS(=O)(=O)C1 (stereo not drawn),1.2,-1,5,3,-7,4,-3,0.2,-1
CCOc1cc(-c2nc3ccccn3c2NCC2CCCO2)ccc1O (stereo not drawn),-0.3,-1,1,-4,-13,-4,3,-0.8,1
CCOC(=O)c1c(C)nn(-c2ccc(NC(=O)CSCC(=O)O)cc2)c1C,1.2,3,6,1,-4,1,-2,-1.4,-1
Cc1ccc(SC(C)C(=O)Nc2ccccc2-c2ccccc2)cc1 (stereo not drawn),-0.5,3,-5,-2,-7,3,-7,1.2,4
COc1ccc2cc(C(c3nnnn3Cc3ccc(F)cc3)N3CCCCCC3)c(=O)[nH]c2c1 (stereo not drawn),0.7,-1,-5,1,-12,3,-4,0.1,0
Cc1cc(NC(=O)CSc2nnc(COc3cccc(C)c3C)n2C)no1,1.8,-2,3,-4,-17,2,-11,1.6,-2
O=C(N/N=C/c1cn(Cc2ccccc2)c2ccccc12)c1cccnc1,-0.5,5,-17,0,-10,9,12,-2.1,0

Next entries follow.
smiles,PERK inh,eIF4E 4G PPI,S1P4 antag,Ba/F3 V617F tox,MDM2 E3 inh,BaF3 parental,NPY-Y2 PAM-ag,S1P4 agonist,Wee1 degr inh
COc1ccc(Nc2nc(Cl)nc(Nc3ccc(OC)cc3)n2)cc1,-0.6,-3,-1,0,-22,0,1,0.7,13*
COc1ccc(CNc2ccc(-c3ccccc3OC)nn2)cc1,-1.2,4,-15,-1,8,1,-18,-0.2,1
CCCOc1ccc(N2C(=O)CC(N3CCN(c4nc5ccccc5s4)CC3)C2=O)cc1 (stereo not drawn),0.0,-3,-7,0,-15,-3,4,1.7,0
CCN(CC)CCNC(=O)c1ccc(-n2c(C)cc3c2CCCC3=O)cc1,0.6,-2,-2,-1,-5,2,14,-0.4,0
CC1=NN(C(C#N)c2ccc(F)cc2)C(C)(C)C1 (stereo not drawn),1.4,4,-4,2,-7,8,5,0.0,0
Cc1nc(SCC(=O)Nc2ccccc2C(F)(F)F)c(C#N)c(C)c1CC(=O)c1ccc(Br)cc1,0.3,-5,3,1,-7,4,5,3.5,7
CN1CCN(C(=O)/C(=C\c2cccs2)NC(=O)c2cccs2)CC1,0.8,-6,-4,-5,-2,-1,10,0.1,-2
CC1CCN(S(=O)(=O)c2ccc(S(=O)(=O)NCC3COCCO3)cc2)CC1 (stereo not drawn),0.6,-8,1,-5,-10,1,-1,1.7,0
CC12CN3CC(C)(CN(C1)C3c1ccc3c(c1)OCO3)C2 (stereo not drawn),0.2,-2,-2,3,-13,5,-8,0.7,2
Cc1ccc(C(=O)Nc2cccc(C(=O)N3CCN(C)CC3)c2)cc1,0.5,-2,4,1,-14,2,-10,0.8,2
CCNC(=S)NNC(=O)c1cc(-c2cccc(C)c2)nc2ccccc12,-0.5,8,-17,6,-49,8,-3,0.3,4
COc1ccc(CNC(=O)CSc2ncn[nH]2)cc1,0.9,-3,-25,0,-15,4,9,-1.1,1
CCc1ccc(NC(=O)C(CC)Sc2nc3cc4c(cc3c(=O)n2Cc2ccco2)OCO4)cc1 (stereo not drawn),-0.2,-34,-3,-6,-10,3,-4,1.1,4
